Screening results deposited in PubChem by National Center for Advancing Translational Sciences (NCATS).
G9a block – blocks human histone lysine methyltransferase G9a; Potency, µM (highest dose often 102 µM), for the others: at the highest dose activity, negative = inhibition, actives largely listed as inhibitors; G9a H3K9 monomethylation, AlphaScreen, 2 h; AID 504332; actives 8.8% (n = 350,000); also: potency is read from the fitted curve at half-maximal effect; % is scaled to controls: 0 for no effect and ±100 for the full control effect; nearly all actives have a fitted effect of over 75% in size
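Methyltransferase reactions run at room temperature for 2 h (20 nM enzyme, 500 nM biotin-H3K9 peptide, 20 uM SAM) after a 15 min compound preincubation; product detected by AlphaScreen beads and anti-H3K9me1 antibody.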
Pin1 inh – human Pin1 inhibition | actives 0.009% (n = 390,000) | AID 504891 | Q13526 | Pin1 FP peptide displacement, HiFluor488, 10 min | Potency, µM (titrated, usually from 115 µM), for inactives: top-dose activity, negative = inhibition, usual class: inhibitors; active = well fitted inhibition curve with a large enough effect in the polarisation, with a control signal flat, not every such curve was filed as active; inconclusive = small, poorly fitted or top-dose-only effect, or effect the other way, or a change in a side signal; inactive = no such curve, though single readings can be large or run the other way; the % refers to the polarisation; also: potency is read from the fitted curve at half-maximal effect; % is scaled to controls: 0 for no effect and ±100 for the full control effect
PI4K2A block – blocks human PI4K2A kinase activity; activity change, negative = inhibition, % at 76.9 µM; purified PI4K2A, ADP-Glo luminescence, 1 h; hits give low values; actives 0.13% (n = 420,000); in the data active = activity change below about -50%; inconclusive = mostly about -30% to -49%;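 also: -100% = wells without enzyme as full effect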
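PI4K2A activity was measured by ADP-Glo luminescence: enzyme (4 ug/mL stock) and phosphatidylinositol (1.2 mM stock) in Tris pH 7.5/MgCl2/EGTA/Triton X-100 buffer were reacted with ATP (300 microM stock) for one hour at ambient temperature.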
ERG-DNA inh – inhibitors of human ERG Ets domain-DNA interaction; P11308; fluorescence polarization, His-ERG Ets domain / labelled DNA; actives 0.028% (n = 370,000); Potency, µM (titrated, usually from 76.9 µM), for inactives: top-dose FP activity, negative = inhibition, hits mostly inhibitors; active = well fitted inhibition curve with a large enough effect in the polarisation, with a control signal flat; inconclusive = small, poorly fitted or top-dose-only effect, or effect the other way, or a change in a side signal; inactive = no such curve, though single readings can be large or run the other way; the % refers to the polarisation;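 also: polarization taken with two DNA probes labelled with fluorescein and Texas red; potency is read from the fitted curve at half-maximal effect; % of control where 0% means no effect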
Target sequence (P11308 whole entry, looked up, the tested form may be a part): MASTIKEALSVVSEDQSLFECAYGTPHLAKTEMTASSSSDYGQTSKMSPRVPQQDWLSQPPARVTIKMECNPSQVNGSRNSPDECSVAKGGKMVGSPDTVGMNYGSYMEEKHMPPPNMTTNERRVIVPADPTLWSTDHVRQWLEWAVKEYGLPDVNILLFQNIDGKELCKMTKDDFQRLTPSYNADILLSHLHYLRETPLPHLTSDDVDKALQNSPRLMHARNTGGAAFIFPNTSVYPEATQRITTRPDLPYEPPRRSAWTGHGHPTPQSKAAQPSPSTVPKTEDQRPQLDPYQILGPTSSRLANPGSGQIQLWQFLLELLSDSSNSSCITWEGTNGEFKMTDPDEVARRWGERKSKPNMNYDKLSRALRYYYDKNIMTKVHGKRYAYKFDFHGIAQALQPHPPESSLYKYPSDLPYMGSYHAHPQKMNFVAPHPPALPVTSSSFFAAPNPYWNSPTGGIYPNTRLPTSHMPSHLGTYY
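His-tagged ERG Ets domain (1 uM in the protein solution; 300mM KCl, 50mM Tris-HCl, 1mM EDTA, 1mM DTT, pH 7.5) received compound, then a probe mix of 5 nM fluorescein-DNA and 100nM Texas-615-DNA. Fluorescence polarization was read for both dyes.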
JMJD2A Tudor inh – inhibitors of human JMJD2A Tudor domain | AlphaScreen JMJD2A-Tudor / H3K4me3 peptide binding | Potency, µM (titrated, usually from 114 µM), for the others: at the top dose activity change, negative = inhibition, usual class: inhibitors | O75164 | actives 4.4% (n = 390,000); also: potency is read from the fitted curve at half-maximal effect; % is scaled to controls: 0 for no effect and ±100 for the full control effect; nearly all actives have a fitted effect of over 50% in size
GLS inh – inhibitors of human glutaminase (GLS); O94925; GLS enzymatic activity, qHTS titration; Potency, µM (top dose mostly 45.5 µM), without a hit: at the top dose activity change, negative = inhibition, actives largely listed as inhibitors; actives 0.21% (n = 410,000); AID 624170; also: potency is read from the fitted curve at half-maximal effect; % is scaled to controls: 0 for no effect and ±100 for the full control effect
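Glutamate formation by hKGA was monitored fluorometrically using coupled glutamate oxidase, HRP and Amplex Red. Substrate was added as 1 mM L-glutamine solution; incubation was 30 min at RT after an initial read.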
PGK inhibitor – inhibitors of T. brucei phosphoglycerate kinase. actives 0.043% (n = 380,000). Potency, µM (highest dose often 57.5 µM), without a hit: at the top dose activity change, negative = inhibition, most hits filed as inhibitors. PGK/GAPDH coupled, Kinase-Glo luminescence, 60 min; also: potency is read from the fitted curve at half-maximal effect; % is scaled to controls: 0 for no effect and ±100 for the full control effect; nearly all actives have a fitted effect of over 60% in size
Target sequence (P07378 whole entry, looked up): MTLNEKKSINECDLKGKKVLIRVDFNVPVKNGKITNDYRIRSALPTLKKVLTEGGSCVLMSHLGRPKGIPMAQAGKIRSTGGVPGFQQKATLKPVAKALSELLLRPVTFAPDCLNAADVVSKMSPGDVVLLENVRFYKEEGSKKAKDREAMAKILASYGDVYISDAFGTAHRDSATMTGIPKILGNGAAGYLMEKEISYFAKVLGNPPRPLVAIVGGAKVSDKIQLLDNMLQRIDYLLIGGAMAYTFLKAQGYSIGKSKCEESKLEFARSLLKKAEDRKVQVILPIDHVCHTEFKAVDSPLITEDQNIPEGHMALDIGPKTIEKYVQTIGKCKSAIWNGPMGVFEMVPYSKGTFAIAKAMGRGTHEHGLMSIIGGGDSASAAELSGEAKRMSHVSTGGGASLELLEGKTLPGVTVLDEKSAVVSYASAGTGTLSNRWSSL
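Luminescent ATP detection (Kinase-Glo Plus) follows a 60-minute room-temperature incubation, with wells lacking PGK as controls. Buffer: 100 mM TEA (pH 7.6), 5 mM MgCl2, 0.01% Tween-20. Coupling enzyme GAPDH (100 nM final) supplies unstable 1,3-BPG in-well.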
BAZ2B block – BAZ2B (human) inhibition; AlphaScreen BAZ2B-H3K14Ac peptide displacement; Potency, µM (doses to about 114 µM), for the others: at the top dose activity change, negative = inhibition, usual class: inhibitors; Q9UIF8; actives 4.4% (n = 360,000); also: potency is read from the fitted curve at half-maximal effect; % is scaled to controls: 0 for no effect and ±100 for the full control effect; nearly all actives have a fitted effect of over 60% in size
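AlphaScreen displacement of biotin-H3(5-23)K14Ac peptide (50 nM final) from BAZ2B (50 nM final) in PBS pH 7.4, 0.01% Tween-20; complex preformed 30 min RT, then compounds (top 110 uM) 30 min RT, beads 20 min dark.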
HP1b binding inh – inhibitors of HP1-beta chromodomain binding to methylated histone tails; actives 0.56% (n = 390,000); P83916; AlphaScreen HP1-beta / biotin-H3K9me3 peptide binding; Potency, µM (highest dose often 114 µM), for inactives: at the highest dose activity change, negative = inhibition, usual class: inhibitors; also: potency is read from the fitted curve at half-maximal effect; nearly all actives have a fitted effect of over 70% in size; inactives centre near 23
Target sequence (P83916 whole entry, looked up): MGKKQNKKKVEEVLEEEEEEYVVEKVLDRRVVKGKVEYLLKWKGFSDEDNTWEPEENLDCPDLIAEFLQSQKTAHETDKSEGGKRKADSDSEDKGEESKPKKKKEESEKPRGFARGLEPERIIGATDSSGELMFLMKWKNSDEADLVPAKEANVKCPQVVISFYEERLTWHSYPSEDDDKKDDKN
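Compound inhibition of the preformed complex between 50 nM HP1-beta and 50 nM biotinylated H3K9me3 peptide was read by AlphaScreen. Buffer was PBS pH 7.4 with 0.01% Tween-20. Incubations ran 30 min at room temperature, with 10 ug/mL donor/acceptor beads.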
The depositor's hits bear a star; [ ] = dose if it differs, or a comment. Unless noted, calls follow the shape of the dose curve; as a rule, active = well fitted curve in the direction sought with a large enough effect; inconclusive = small, poorly fitted or top-dose-only effect, or another doubt; inactive = no such curve, though single readings can be large; an effect the other way counts as inactive or inconclusive.

For CCCOc1ccc(C2c3c(-c4ccccc4O)n[nH]c3C(=O)N2Cc2ccncc2)cc1OCC (centres undefined) the results were G9a block -0.4%[59 µM], Pin1 inh 2.6%, PI4K2A block 2.9, ERG-DNA inh -0.2%, JMJD2A Tudor inh -19.2%, GLS inh 2.4%, PGK inhibitor inactive, BAZ2B block -11.4% and HP1b binding inh 53.1%[activator].
`O=C(NCc1ccco1)c1ccc2c(=O)n(CCC3=CCCCC3)c(=O)[nH]c2c1` gave G9a block 15.0%[59 µM], Pin1 inh 15.5%, PI4K2A block -1.5, ERG-DNA inh -9.0%, JMJD2A Tudor inh -15.1%, GLS inh -11.7%, PGK inhibitor -4.1%, BAZ2B block -1.7% and HP1b binding inh 31.1%[activator].
CCOC(=O)C1CCCN(C(=O)C2CCC(CNS(=O)(=O)c3ccc(NC(C)=O)cc3)CC2)C1 (centres undefined) was read as G9a block 78.9%[activator][59 µM], Pin1 inh 2.3%, PI4K2A block 10.6, ERG-DNA inh -9.8%, JMJD2A Tudor inh 11.0%, GLS inh -12.3%, PGK inhibitor 3.8%, BAZ2B block -22.2% and HP1b binding inh 22.2%.
`O=C(O)c1ccccc1NCc1cccs1` gave G9a block -6.8%, Pin1 inh -6.6%, PI4K2A block -2.3, ERG-DNA inh 4.5%, JMJD2A Tudor inh -0.3%, GLS inh 10.8%, PGK inhibitor -1.1%, BAZ2B block -8.0% and HP1b binding inh 31.1%.
COc1cccc(CNC(=O)Cn2c(=O)cc(C(F)(F)F)c3c(C)nn(C)c32)c1OC was read as G9a block 2.9%[59 µM], Pin1 inh -6.6%, PI4K2A block 7.1, ERG-DNA inh -3.5%, JMJD2A Tudor inh -0.3%, GLS inh -1.5%, PGK inhibitor -4.7%, BAZ2B block -0.4% and HP1b binding inh 30.6%.
For COc1ccc(C(=O)NNC(=O)c2cc(C)nc3ccccc23)cc1 the results were G9a block -1.7%[59 µM], Pin1 inh -3.2%, PI4K2A block -8.3, ERG-DNA inh 14.9%, JMJD2A Tudor inh 3.0%, GLS inh 10.6%, PGK inhibitor inactive, BAZ2B block -3.8% and HP1b binding inh 33.3%.
CCN(CC)S(=O)(=O)c1ccc(N2CCOCC2)c(NC(=O)c2cc(-c3ccccn3)nc3ccccc23)c1 was read as G9a block 21.1%, Pin1 inh -6.4%, PI4K2A block -3.6, ERG-DNA inh -0.2%, JMJD2A Tudor inh -32.3%, GLS inh -2.6%, PGK inhibitor inactive, BAZ2B block -12.1% and HP1b binding inh 13.7%.
Screening CC(Sc1nc2ccc(Br)cc2[nH]1)C(=O)O (centres undefined) returned G9a block -32.5%[59 µM], Pin1 inh -18.9%, PI4K2A block 5.0, ERG-DNA inh -6.6%, JMJD2A Tudor inh -21.1%, GLS inh -0.9%, PGK inhibitor 21.0%, BAZ2B block -1.8% and HP1b binding inh 26.9%.
For CCC(=O)Nc1ccc(C(=O)Nc2cccnc2)cc1 the results were G9a block 3.9%[12.7 µM], Pin1 inh 3.8%, PI4K2A block -3.2, ERG-DNA inh -3.7%, JMJD2A Tudor inh -1.3%, GLS inh -4.2%, PGK inhibitor inactive, BAZ2B block 10.0% and HP1b binding inh 12.5%.
`CC1=CC(C)(C)n2c(O)c(N=N)c3c(C)c(C)cc1c32` gave G9a block -9.6%[12.7 µM], Pin1 inh -3.1%, PI4K2A block 3.8, ERG-DNA inh -4.0%, JMJD2A Tudor inh inconclusive, GLS inh 7.3%, PGK inhibitor -5.7%, BAZ2B block 35.5µM* and HP1b binding inh inconclusive.
CCOc1ccc(S(=O)(=O)N2CCN(CN3C(=O)CC4(CCCC4)C3=O)CC2)cc1 was read as G9a block -6.1%[2.33 µM], Pin1 inh -4.3%, PI4K2A block -0.6, ERG-DNA inh -19.9%, JMJD2A Tudor inh -20.5%, GLS inh -1.6%, PGK inhibitor -1.6%, BAZ2B block 0.6% and HP1b binding inh 26.9%.
`COc1ccc(-n2nnnc2SCC(=O)N2CCCC2)cc1OC` gave G9a block -31.5%, Pin1 inh inconclusive, PI4K2A block -2.9, ERG-DNA inh -12.5%, JMJD2A Tudor inh -9.4%, GLS inh 2.5%, PGK inhibitor -4.6%, BAZ2B block 2.2% and HP1b binding inh 8.5%.
`CCc1ccc(CN(C)C(=O)c2cc(COc3ccc(OC)cc3Cl)on2)nc1` gave G9a block 113.2%[activator], Pin1 inh 2.8%, PI4K2A block 1.3, ERG-DNA inh 3.4%, JMJD2A Tudor inh -5.5%, GLS inh -4.2%, PGK inhibitor -4.9%, BAZ2B block -1.3% and HP1b binding inh 55.5%[activator].
For Cc1ccccc1NC(=O)CSc1nc2ccccc2c(=O)n1C the results were G9a block 15.8%, Pin1 inh -1.3%, PI4K2A block -6.9, ERG-DNA inh -6.1%, JMJD2A Tudor inh -19.6%, GLS inh 9.2%, PGK inhibitor -13.4%, BAZ2B block -20.2% and HP1b binding inh 6.4%.
CCN1CCCC1CN(Cc1cc2cc(OC)ccc2[nH]c1=O)C(=O)NCc1ccccc1 (centres undefined) was read as G9a block 0.9%, Pin1 inh inconclusive, PI4K2A block 0.2, ERG-DNA inh -4.1%, JMJD2A Tudor inh -15.3%, GLS inh 4.6%, PGK inhibitor -4.5%, BAZ2B block -3.4% and HP1b binding inh 25.2%.
Screening CN(CC(=O)Nc1ccc(Cl)cc1)C(=O)CCNC(=O)c1ccc(Cl)cc1 returned G9a block -19.8%[12.7 µM], Pin1 inh 3.8%, PI4K2A block -3.0, ERG-DNA inh 0.3%, JMJD2A Tudor inh 0.7%, GLS inh -0.5%, PGK inhibitor -3.9%, BAZ2B block 13.3% and HP1b binding inh 38.1%[activator].
`O=C(CN1CCCCCCC1)N/N=C/c1ccc([N+](=O)[O-])o1` gave G9a block 31.6µM*, Pin1 inh -5.7%, PI4K2A block -6.4, ERG-DNA inh -22.6%, JMJD2A Tudor inh 17.8µM*, GLS inh 3.7%, PGK inhibitor -10.0%, BAZ2B block 50.1µM* and HP1b binding inh inconclusive.
CCCCC(=O)Nc1nnc(C2=COCCO2)o1 was read as G9a block 50.1µM*, Pin1 inh 1.6%, PI4K2A block -2.4, ERG-DNA inh 35.7%[activator], JMJD2A Tudor inh -2.4%, GLS inh 2.2%, PGK inhibitor 6.5%, BAZ2B block inconclusive and HP1b binding inh -0.9%.
Screening O=C(O/N=C1\CCS(=O)(=O)c2sccc21)c1ccccc1 returned G9a block -14.9%[59 µM], Pin1 inh -0.2%, PI4K2A block 21.4, ERG-DNA inh -5.7%, JMJD2A Tudor inh -8.3%, GLS inh 9.9%, PGK inhibitor 3.2%, BAZ2B block -29.0%[57.1 µM] and HP1b binding inh 10.7%.
For CCOC(=O)N1CCN(C(=O)Cn2c(C)cc3ccccc3c2=O)CC1 the results were G9a block 6.6%, Pin1 inh -2.2%, PI4K2A block -4.4, ERG-DNA inh -1.8%, JMJD2A Tudor inh -13.4%, GLS inh 7.4%, PGK inhibitor 2.5%, BAZ2B block 16.9% and HP1b binding inh 42.2%[activator].
Screening Cc1nc(SCc2cccc(C(=O)O)c2)nc2c1CCCC2 returned G9a block -44.4%, Pin1 inh -13.3%, PI4K2A block -0.5, ERG-DNA inh -15.6%, JMJD2A Tudor inh -0.8%[11.4 µM], GLS inh 17.5%, PGK inhibitor inactive, BAZ2B block -17.4% and HP1b binding inh 2.7%.
For CCc1ccc(-c2nc(CN3CCCC(C(=O)NCCc4ccc(OC)c(OC)c4)C3)c(C)o2)cc1 (centres undefined) the results were Pin1 inh -2.9%, PI4K2A block -0.6, ERG-DNA inh -4.7%, JMJD2A Tudor inh inconclusive, GLS inh 1.3%, PGK inhibitor -5.9%, BAZ2B block -11.6% and HP1b binding inh -7.6%.
Screening CCOc1ccc(/C=N/NC(=O)Cc2ccccc2)cc1CN1CC2CC(C1)c1cccc(=O)n1C2 (centres undefined) returned G9a block -0.5%[0.501 µM], Pin1 inh 11.7%, PI4K2A block 0.0, ERG-DNA inh -13.4%, JMJD2A Tudor inh inconclusive, GLS inh 6.8%, PGK inhibitor -3.1%, BAZ2B block -27.0% and HP1b binding inh 1.3%.
`CC1=C(C(N)=O)C(c2cccc(C)c2)n2nc(-c3cccc(C)c3)nc2N1` (centres undefined) gave G9a block inconclusive, Pin1 inh -5.4%, PI4K2A block -10.3, ERG-DNA inh -0.3%, JMJD2A Tudor inh -23.5%, GLS inh 0.3%, PGK inhibitor inactive, BAZ2B block -6.0% and HP1b binding inh -1.5%.
`COc1ccc(C(=O)/C=C/Nc2c(C)n(C)n(-c3ccccc3)c2=O)c(OC)c1` gave G9a block inconclusive, Pin1 inh 27.0%, PI4K2A block 2.1, ERG-DNA inh 5.7%, JMJD2A Tudor inh -14.1%, GLS inh 11.8%, PGK inhibitor inactive, BAZ2B block -9.1% and HP1b binding inh 57.6%[activator].
Screening Cc1nc(C(F)(F)F)nc(Nc2ccc(Br)cc2)c1C#N returned G9a block 11.6%[59 µM], Pin1 inh 1.7%, PI4K2A block -0.6, ERG-DNA inh 1.1%, JMJD2A Tudor inh -7.8%, GLS inh 2.2%, PGK inhibitor -2.9%, BAZ2B block -4.3% and HP1b binding inh 16.9%.
`O=C(O)c1cc(-c2cccs2)[nH]n1` gave G9a block -24.3%, Pin1 inh -17.2%, PI4K2A block -3.5, ERG-DNA inh 6.0%, JMJD2A Tudor inh -7.0%, GLS inh -3.8%, PGK inhibitor -2.3%, BAZ2B block -27.4% and HP1b binding inh 33.2%[activator].
O=C(NCCSCc1ccc(Cl)cc1Cl)c1ccc(CN2CCOCC2)cc1 was read as G9a block -9.9%[59 µM], Pin1 inh 3.5%, PI4K2A block -9.8, ERG-DNA inh 1.9%, JMJD2A Tudor inh 0.3%, GLS inh -1.3%, PGK inhibitor -3.1%, BAZ2B block -36.4% and HP1b binding inh 16.2%.
